# Screening results: PubChem, several laboratories
# MrgX1 PAM = positive allosteric modulators of MrgX1, primary screen, HEK293 cells, Fluo-4 calcium flux | actives 0.63% (n = 310,000) | B-score at 10 µM | FDSS; hits give high values | Mas-related G-protein coupled receptor member X1 (Homo sapiens), Q96LB2;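 active = plate-corrected calcium response at least 3 library SD above typical, normal starting fluorescence, not activating the receptor alone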;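 also: compound read alongside a low EC10 to EC30 dose of BAM8-22 agonist; peak minus trough fluorescence over baseline measured at the second addition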
# MrgX1 antag = antagonists of human MrgX1 receptor, primary screen, HEK293 cells, Fluo-4 calcium flux; Mas-related G-protein coupled receptor member X1 (Homo sapiens), Q96LB2; BAM8-22 antagonism; hits give low values; B-score at 10 µM; actives 1.3% (n = 310,000); AID 588676, 2011;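 active = calcium-response B-score plate-corrected more than 3 library SD below zero, starting fluorescence within 5 deviations, no agonist response on first addition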;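 also: peak minus trough fluorescence over baseline after final BAM8-22 challenge near maximal dose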
# SKKanGAS inh = S. pyogenes SKKanGAS growth inhibitors in kanamycin, primary screen, streptokinase expression inhibitor project, SKKanGAS strain, BacTiter-Glo luminescence; 6 h; inhibition, % at 7.5 µM; actives 1.3% (n = 300,000); AID 1662, 2009;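 active = mean replicate score, as percent of positive control median, at least 50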;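 also: strain carries kanamycin resistance gene driven by streptokinase promoter and grows in 40 µg/ml kanamycin; loss of luminescence reflects streptokinase promoter inhibition or plain growth inhibition; 0% = median of DMSO wells and 100% = positive control at its reference dose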
# TRPC4 inh = inhibitors of mouse TRPC4 channel, primary screen, Fluo4 calcium, HEK293 TRPC4beta/mu-opioid cells; actives 0.39% (n = 300,000); B-score at 10 µM; Short transient receptor potential channel 4 (Mus musculus), Q9QUQ5; DAMGO-evoked Fluo4 calcium flux; hits give low values;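 active = B-score over 3 SD under the library average, no early fluorescence shift, positive overall ratio signal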
# Target sequence (Q9QUQ5 whole entry, looked up): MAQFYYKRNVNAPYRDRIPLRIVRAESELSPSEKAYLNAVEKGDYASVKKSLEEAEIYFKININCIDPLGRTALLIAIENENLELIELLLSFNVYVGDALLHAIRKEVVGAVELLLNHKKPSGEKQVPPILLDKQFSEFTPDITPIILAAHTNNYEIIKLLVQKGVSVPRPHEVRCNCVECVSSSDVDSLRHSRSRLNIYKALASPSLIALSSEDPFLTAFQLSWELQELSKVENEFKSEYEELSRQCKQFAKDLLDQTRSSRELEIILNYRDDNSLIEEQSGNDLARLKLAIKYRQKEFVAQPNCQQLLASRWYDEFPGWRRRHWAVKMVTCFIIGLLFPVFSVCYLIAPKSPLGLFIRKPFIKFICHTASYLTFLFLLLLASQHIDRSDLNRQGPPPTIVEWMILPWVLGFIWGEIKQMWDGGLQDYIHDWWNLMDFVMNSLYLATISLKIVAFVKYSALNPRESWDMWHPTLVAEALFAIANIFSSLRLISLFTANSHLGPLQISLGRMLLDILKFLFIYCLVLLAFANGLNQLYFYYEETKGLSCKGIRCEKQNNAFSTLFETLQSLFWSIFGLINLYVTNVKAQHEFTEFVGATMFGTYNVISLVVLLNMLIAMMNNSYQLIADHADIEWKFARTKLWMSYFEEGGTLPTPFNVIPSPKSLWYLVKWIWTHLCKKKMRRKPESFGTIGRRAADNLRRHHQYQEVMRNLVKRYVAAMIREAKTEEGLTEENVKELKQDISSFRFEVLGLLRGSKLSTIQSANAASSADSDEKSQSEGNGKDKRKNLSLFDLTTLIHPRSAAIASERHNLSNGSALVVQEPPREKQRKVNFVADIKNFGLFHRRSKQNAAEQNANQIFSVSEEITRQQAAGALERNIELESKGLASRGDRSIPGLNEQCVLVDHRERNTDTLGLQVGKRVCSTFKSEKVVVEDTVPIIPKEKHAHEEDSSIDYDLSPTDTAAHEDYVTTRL
#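 material = TRPC4beta/mu-opioid receptor HEK293 cell line | probe or stimulus = sequential submaximal and maximal DAMGO stimulation | compound dosing = one concentration per compound | measured by = Fluo4 Ca2+ flux fluorescence | evaluation = integrated fluorescence ratio relative to baseline, converted to per-well B score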
# TRPC4 PAM = positive allosteric modulators of TRPC4, primary screen, cell-based, mouse TRPC4beta, HEK293 mu-opioid, Fluo-4 calcium; DAMGO EC20, Fluo-4 Ca2+ flux; hits give high values; AID 2227, 2009; B-score at 10 µM; actives 0.42% (n = 310,000);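 active = B-score of calcium response area above 5 SD of library B-scores, with initial fluorescence ratio within 5 SD of library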;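 also: B-score of integrated fluorescence ratio over time as area under calcium response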
# TMEM16A inh = TMEM16A chloride channel inhibitors, primary screen, cell-based, HTS; HEK293 TMEM16A/YFP iodide influx fluorescence, ionomycin; normalized B-score (activity score, 25-100; higher = stronger inhibition) at 10 µM; actives 1.2% (n = 310,000); AID 588511, 2011;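 active = ratio plate-corrected score three or more library SD toward inhibition, starting fluorescence score within five deviations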;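 also: score derived from kinetic fluorescence span divided by baseline fluorescence per well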
# TRPC6 inhibitor = mouse TRPC6 channel inhibitors, primary screen, cell-based, HEK293, membrane potential dye; actives 1.1% (n = 310,000); Short transient receptor potential channel 6 (Mus musculus), Q61143; B-score at 10 µM; AID 2553, 2010; ACh-evoked depolarization; hits give low values;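 active = B-score under library mean minus 3 SD, initial fluorescence not abnormally high, positive integrated signal ratio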;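 also: B-score derived from integrated fluorescence ratio over the kinetic read; more negative B-score means stronger inhibition of depolarization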
# TRPC4 act = activators of mouse TRPC4 channel, primary screen, Fluo4 calcium, HEK293 TRPC4beta/mu-opioid cells. Short transient receptor potential channel 4 (Mus musculus), Q9QUQ5. Fluo4 calcium fluorescence; hits give high values. B-score at 10 µM. actives 0.49% (n = 310,000). AID 2237, 2010;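 active = B-score above 5 SD of library B-scores, and initial fluorescence ratio not above library mean plus 5 SD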;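 also: positive B-score marks a calcium rise read as TRPC4 activation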
#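 Material: TRPC4beta and mu-opioid receptor HEK293 stable cells | Incubation: 45 min room-temperature Fluo4 loading, 110 s read | Detection: Kinetic Fluo4 calcium fluorescence | Measure: Integrated baseline-normalised fluorescence ratio, converted to per-well B score | Benchmarks: Low control buffer alone, high control maximal DAMGO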
# TRPC6 act = mouse TRPC6 channel activators, primary screen, cell-based, HEK293, membrane potential dye; HEK293-TRPC6 membrane potential dye fluorescence; hits give high values; actives 0.13% (n = 310,000); B-score at 10 µM; AID 2550, 2010;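 active = B-score of the integrated fluorescence ratio above library mean plus 3 SD, and starting fluorescence ratio within library mean plus 5 SD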;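 also: higher score means more depolarization so channel activation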
# TMEM16A act = TMEM16A chloride channel activators or potentiators, primary screen, cell-based, HTS; actives 0.3% (n = 340,000); HEK293 TMEM16A/YFP-H148Q/I152L, iodide quench fluorescence; hits give low values; AID 623877, 2012; Anoctamin-1 (Mus musculus), Q8BHY3; B-score at 10 µM;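 active = fluorescence-ratio B-score plate-corrected deviation score at least 3 library SD below zero, with starting fluorescence score within 5 deviations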;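 also: channel opened by trigger with iodide after compound preincubation; score built on the fluorescence ratio of max minus min over baseline; more negative score means more quench and so TMEM16A activation or potentiation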
# MrgX1 agonist = agonists of human MrgX1 receptor, primary screen, HEK293 cells, Fluo-4 calcium flux | B-score at 10 µM | Fluo-4 calcium fluorescence, agonist mode; hits give high values | actives 0.44% (n = 310,000);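 active = calcium response B-score plate-corrected fluorescence ratio at least 3 library SD, with starting fluorescence B-score inside 5 SD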
#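 times = overnight plating, then 30 min 37 °C plus 30 min room-temperature dye loading | assay system = stable human MrgX1 HEK293 cell line | input = fifteen thousand cells per well | signal = kinetic calcium dye fluorescence, Fluo-4 NW | dosing = compound delivered in addition one of three | read-out = B-scored fluorescence response ratio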
# Active calls of the source: *; i = inactive; · = no result given.
# Every second line gives: MrgX1 PAM, MrgX1 antag, SKKanGAS inh, TRPC4 inh, TRPC4 PAM, TMEM16A inh, TRPC6 inhibitor, TRPC4 act, TRPC6 act, TMEM16A act, MrgX1 agonist
Cc1ccnc(NCc2ccc(Br)cc2)c1
→ i, i, -1.8, i, i, i, i, i, i, i, i
CC(=O)c1ccc(OCCCC(=O)NCCc2ccc(C(F)(F)F)cc2)cc1
→ i, i, 4.6, i, i, i, i, i, i, i, i
Cc1ccc(S(=O)(=O)NC2c3cccc4cccc(c34)C2Sc2nc(C)cc(C)n2)cc1 (centres undefined)
→ i, i, 11.2, i, i, i, i, i, i, i, i
COc1ccc(C(=O)O/N=C(\N)c2ccccn2)cc1[N+](=O)[O-]
→ i, i, -0.7, i, i, i, i, i, i, i, i
CN(C(=O)COC(=O)c1cccs1)c1c(N)n(Cc2ccccc2)c(=O)[nH]c1=O
→ i, i, 2.4, i, i, i, i, i, i, i, i
CN(CCOC(=O)c1cccc(Br)c1)C(C)(C)C
→ i, i, -9.1, i, i, i, i, i, i, i, i
Cc1ccc(NC(=O)CCC(=O)O)cc1F
→ i, i, -0.5, i, i, i, i, i, i, i, i
CC(Cl)C(=O)NNc1cccc(Cl)n1 (centres undefined)
→ i, i, -0.8, i, i, i, i, i, i, i, i
Cc1ccc(NC(=O)/C=C/C(=O)O)c([N+](=O)[O-])c1
→ i, i, 8.7, i, i, i, i, i, i, i, i
CC(=O)Nc1ccc(S(=O)(=O)NC2CC(=O)N(c3ccc(C)c(C)c3)C2)cc1 (centres undefined)
→ i, i, -0.7, i, i, i, i, i, i, i, i
Cc1n[nH]c(C)c1Cc1ccc(C(=O)O)cc1
→ i, i, -5.2, i, i, i, i, i, i, i, i
O=C(O)c1cn(Cc2ccccc2Cl)c2ccc(S(=O)(=O)N3CCOCC3)cc2c1=O
→ i, i, 15.7, i, i, i, i, i, i, i, i
O=C(Cn1cc(C(F)(F)F)cc(Cl)c1=O)Nc1cccc(Cl)c1
→ i, i, 4.0, i, i, i, i, i, i, i, i
COC(=O)c1cc(C(=O)OC)n(Cc2ccc(C)cc2)c1C
→ i, i, 5.9, i, i, i, i, i, i, i, i
COc1cccc(CN2CCN(Cc3ccon3)CC2CCO)c1 (centres undefined)
→ i, i, 3.3, i, i, i, i, i, i, i, i
CC1CN(c2oc(-c3ccco3)nc2S(=O)(=O)c2ccccc2)CC(C)O1 (centres undefined)
→ i, i, -5.1, i, i, i, i, i, i, i, i
COc1ccc(NC(=O)CSc2n[nH]c(CNc3cccc(C)c3)n2)cc1
→ i, i, -1.9, i, i, i, i, i, i, i, i
Cn1c(=O)c2c(ncn2CC(=O)N2CCN(c3ccccc3F)CC2)n(C)c1=O
→ i, i, 3.0, i, i, i, i, i, i, i, i
O=C(Nc1cc2nn(-c3ccccc3)nc2cc1Cl)c1ccco1
→ i, i, -4.5, i, i, i, i, i, i, i, i
NC1=NC(=O)C(CC(=O)c2ccc(Cl)cc2)S1 (centres undefined)
→ i, i, -0.6, i, i, i, i, i, i, i, i
Cc1ccc(Cn2nc(C)c(NC(=O)C3CC3)c2C)cc1
→ i, i, 0.7, i, i, i, i, i, i, i, i
Cc1nc2nc(SCc3ccccc3)[nH]n2c(=O)c1CCC(C)C
→ i, i, 17.8, i, i, i, i, i, i, i, i
CN(C)CCOC(=O)c1cccc(Br)c1
→ i, i, 1.1, i, 10*, i, i, 44*, i, i, i
CCOC(=O)C1CCCN(C(=S)Nc2cccc(Cl)c2C)C1 (centres undefined)
→ i, i, -2.8, i, i, i, i, i, i, i, i
CCCOc1ccc(N2CC(C(=O)NC(C)C)CC2=O)cc1 (centres undefined)
→ i, i, -31.8, i, i, i, i, i, i, i, i
CN(C)c1ccc(NC(=O)CSc2nc3ccccc3c(=O)n2CC2CCCO2)cc1 (centres undefined)
→ i, i, -6.0, i, i, i, i, i, i, i, i
COc1cc(CCC(=O)N2CCN(S(=O)(=O)c3ccc(C)c(C)c3)CC2)cc(OC)c1OC
→ i, i, ·, ·, ·, i, ·, ·, ·, i, i
CCOc1ccccc1N1CCN(c2nc3ccccc3nc2C(C#N)C(=O)OC)CC1 (centres undefined)
→ i, i, 0.9, i, i, i, i, i, i, i, i
COc1cccc2c(=O)c3ccoc3n(C)c12
→ i, i, 2.5, i, i, i, i, i, i, i, i
CCOC(=O)Cc1csc(NC(=O)c2ccc(S(=O)(=O)N(CCOC)CCOC)cc2)n1
→ i, i, -0.3, i, i, i, i, i, i, i, i
O=C(NCCc1ccco1)C(=O)NCC1OCCCN1S(=O)(=O)c1ccc(Cl)cc1 (centres undefined)
→ i, i, -2.4, i, i, i, i, i, i, i, i
COc1ccc([N+](=O)[O-])cc1NC(=O)C(C)OC(=O)CSC(C)C(=O)Nc1cc(C)on1 (centres undefined)
→ i, i, -1.8, i, i, i, i, i, i, i, i
OCCN1CCN(CCCN2c3ccccc3Sc3ccc(C(F)(F)F)cc32)CC1
→ i, i, 8.3, i, i, i, i, i, i, i, i
S=c1[nH]nc(Nc2cccc3ccccc23)s1
→ i, i, -0.6, i, i, i, i, i, i, i, i
O=C1CN(C(=S)NC(=O)c2ccccc2[N+](=O)[O-])CCN1
→ i, i, -9.2, i, i, i, i, i, i, i, i
NC(=O)c1cc2ccccc2o/c1=N/NC(=O)c1cccc(F)c1
→ i, i, 0.4, i, i, i, i, i, i, i, i
O=C(OC(C(=O)NC1CCCC1)c1ccccn1)c1cccs1 (centres undefined)
→ i, i, 20.5, i, i, i, i, i, i, i, i
COc1cc2c(cc1OC)C(C)N(C(=O)c1cc3ccccc3o1)CC2 (centres undefined)
→ i, i, -10.8, i, i, i, i, i, i, i, i
CC(C)c1ccc(NC(=O)C2C3C=CC4(O3)C2C(=O)N(CCCN2CCOCC2)C4C(=O)NC2CCCCC2)cc1 (centres undefined)
→ i, i, 14.1, i, i, i, i, i, i, i, i
O=C(NCCCN1CCCC1=O)NC1CCCCC1
→ i, i, -11.1, i, i, i, i, i, i, i, i
COc1ccc(N(C)S(=O)(=O)c2cccc3cccnc23)c(OC)c1
→ i, i, -2.0, i, i, i, i, i, i, i, i
C=C1[C@@H](C)C2[C@H](Cc3ccccc3)NC(=O)[C@]23OC(=O)CC[C@H](O)CCC[C@H](C)C/C=C/[C@H]3[C@@H]1O (some centres undefined)
→ ·, ·, 0.4, i, i, ·, i, i, i, ·, ·
O=C(Nc1cccc(Cl)c1Cl)c1ccccc1NC(=O)C1CC=CCC1C(=O)O (centres undefined)
→ i, i, ·, i, i, i, i, i, i, i, i
O=C(CCn1c(=O)[nH]c2ccsc2c1=O)NCc1ccc(F)cc1
→ i, i, -6.9, i, i, i, i, i, i, i, i
CN(CC(=O)Nc1cccc(F)c1)C(=O)CN1C(=O)NC2(CCCCC2)C1=O
→ i, i, -6.3, i, i, i, i, i, i, i, i
CC(C)Cn1c(N)c(C(=O)COC(=O)/C=C/c2cccs2)c(=O)n(C)c1=O
→ i, i, 13.7, i, i, i, i, i, i, i, i
O=C(NCc1ccco1)c1ccc(N2CCCC2=O)cc1
→ i, i, 0.3, i, i, i, i, i, i, i, i
Cn1c(=O)c2c(nc(SCCN3CCOCC3)n2Cc2ccccc2)n(C)c1=O
→ i, i, 1.5, i, i, i, i, i, i, i, i
N/C(=N\OC(=O)CCc1ccccc1)c1ccc(Br)cc1
→ i, i, -0.1, i, i, i, i, i, i, i, i
Cc1c(NC(=O)N(C)c2ccccc2)c(=O)n(-c2ccccc2)n1C
→ i, i, 7.5, i, i, i, i, i, i, i, i
CCOc1cc2c(C#N)c(N3CCCC3)nc(N)c2c(N)n1
→ i, i, 8.9, i, i, i, i, i, i, i, i
Cc1[nH]c2ccccc2c1/C=C(\C#N)C(=O)NCC1CCCO1 (centres undefined)
→ i, i, ·, i, i, i, i, i, i, i, i
COc1cccc(NC(=O)Cn2c(CCC(=O)O)ccc2-c2ccc(C)cc2)c1
→ i, i, ·, i, i, i, i, i, i, i, i
CC(Oc1cc(Cl)ccc1Cl)C(=O)N/N=C\c1ccnn1C (centres undefined)
→ i, i, 1.9, i, i, i, i, i, i, i, i
O=C(CSc1nnc(-c2ccccc2)o1)NC1CC1
→ i, i, -1.0, i, i, i, i, i, i, i, i
COc1ccccc1N(CC(=O)NCc1ccc(F)cc1)C(=O)CCC(=O)Nc1ccccn1
→ i, i, -5.4, i, i, i, i, i, i, i, i
CC(=O)N1CCN(CCN=CC2=C(O)CC(c3cccs3)CC2=O)CC1 (centres undefined)
→ i, i, -2.2, i, i, i, i, i, i, i, i
O=C(Nc1ccccc1-c1ccccc1NC(=O)c1ccco1)c1ccco1
→ i, i, 5.9, i, i, i, i, i, i, i, i
COc1ccc(-c2ccc(S(=O)(=O)N3CCCC3)cc2)cc1
→ i, i, 3.1, i, i, i, i, i, i, i, i
Cc1cc(C)n(CC(=O)NCCC2=CCCCC2)n1
→ i, i, -3.2, i, i, i, i, i, i, i, i
O=C(COC(=O)Cn1cnc2ccccc21)NCCCc1ccccc1
→ i, i, -1.3, i, i, i, i, i, i, i, i
CN(CCCN1CCOCC1)C(=O)c1cc(COc2cccc(C(F)(F)F)c2)on1
→ i, i, -14.1, i, i, i, i, i, i, i, i
